NTR1 agonist: agonists of NTR1, primary screen, imaging, U2OS cells, beta-arrestin-GFP, high content (AID 493036); activation, % at 20 µM; P30989; 330,000 tested, 0.17% active; NTR1-U2OS beta-arrestin-GFP spot imaging, agonist mode;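 active means activation at or above 40% of the spot to cytoplasm intensity ratio, with at least 20 cells analyzed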;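 further: 0% = DMSO without peptide and 100% = 100 nM NTR1 peptide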
Target sequence (P30989 whole entry, looked up): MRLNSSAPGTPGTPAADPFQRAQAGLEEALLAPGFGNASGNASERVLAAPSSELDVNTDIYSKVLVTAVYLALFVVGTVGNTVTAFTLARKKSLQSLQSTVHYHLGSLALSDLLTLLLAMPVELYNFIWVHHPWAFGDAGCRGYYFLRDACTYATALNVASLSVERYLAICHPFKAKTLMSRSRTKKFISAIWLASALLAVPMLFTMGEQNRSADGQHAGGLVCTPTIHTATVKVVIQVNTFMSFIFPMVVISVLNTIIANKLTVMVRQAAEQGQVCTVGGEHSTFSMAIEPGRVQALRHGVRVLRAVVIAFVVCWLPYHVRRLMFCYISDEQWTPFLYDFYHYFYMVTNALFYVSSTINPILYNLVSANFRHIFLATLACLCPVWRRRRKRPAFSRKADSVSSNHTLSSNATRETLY
UTI89 phage lysis: inhibition of K1F phage lysis, E. coli UTI89, bacterial capsule biogenesis inhibitors, alamar blue (AID 488966) | 340,000 tested, 0.02% active | E. coli UTI89 K1F phage lysis, alamar blue, 2 h; higher % means a stronger effect | inhibition, % at 100 µM; hits with a dose series show IC50 in µM;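 active means phage lysis inhibition, versus mean bacterial control, above a set limit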;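 further: capsule biogenesis inhibitors block K1F phage lysis so surviving cells raise fluorescence; higher fluorescence means more inhibition of phage lysis; actives were called in the ten point dose series up to 300 µM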
Dengue-2 NS5 capping: Dengue-2 NS5 methyltransferase inhibitors, primary screen, biochemical, confirmation dose response (AID 588689). Dengue-2 NS5 methyltransferase capping enzyme assay, biochemical; higher % means a stronger effect. one-dose inhibition, % at 25 µM; IC50 in µM for titrated hits. 340,000 tested, 0.3% active; in the data active means a potency from the dose series
NTR1 agonist cell count 20 µM: recorded beside NTR1 agonist, whose call it bears; cell count; measured here: cell count, cytotoxicity flag
Dengue-2 NS5 capping pilot replicate: recorded beside Dengue-2 NS5 capping, whose call it bears; inhibition, %; measured here: pilot screen replicate inhibition
* hit, by the source's call; [ ] = remark or other dose. This is a subset; rates above refer to the full screens.

SMILES	NTR1 agonist	NTR1 agonist cell count 20 µM	UTI89 phage lysis	Dengue-2 NS5 capping	others
Cc1cccc(C(=O)O[C@H]2[C@H](C)NS(=O)(=O)[C@H]3CC4C=C[C@]23O4)c1	-1.4	61	-3.1%	-2.8%
Cc1ccccc1SCC(=O)NNC(=O)c1ccncc1	-0.1	57	0.4%[50 µM]	4.1%
CC(C)(C)OC(=O)N1CCC(NC(=O)c2[nH]cnc2C(=O)Nc2ccon2)CC1	3.1	65	2.5%	-7.6%
NC(=O)NC(=O)C(c1ccccc1)N1CCN(S(=O)(=O)Cc2ccccc2)CC1 (configuration not stated)	-0.9	46	0.2%[50 µM]	-1.5%
COc1ccc(C2=NOC(C)(c3nnc(-c4ccccc4)o3)C2)cc1 (configuration not stated)	3.3	89	1.0%	-2.7%
COC(=O)c1ccc(NC(=O)CSc2nnc(-c3ccccc3Br)n2-c2ccccc2)cc1	2.3	54	-1.5%	6.3%
C[C@H]1CN([C@@H](C)CO)C(=O)Cc2cc(NC(=O)C3CC3)ccc2O[C@H]1CN(C)Cc1ccc(Oc2ccccc2)cc1	7.8	58	6.0%	-1.2%
CCOC(=O)Cc1csc(NC(=O)CSc2nc(C)cc(C)n2)n1	0.4	66	-3.1%	-6.2%
CCN(C(=O)COC(=O)/C=C/c1ccc(C)o1)c1c(N)n(Cc2ccccc2)c(=O)[nH]c1=O	0.4	64	0.4%[50 µM]	5.0%
CCCn1c(N)c(C(=O)CSc2nnc(C3CC3)n2Cc2ccccc2)c(=O)n(C)c1=O	1.8	63	0.6%[50 µM]	7.3%
COC(=O)[C@@]12CCCN1[C@H](c1ccc(-c3ccccc3)cc1)[C@H]1C(=O)N(C)C(=O)[C@H]12	7.9	48	-0.4%	-3.2%
CSCCC(NC(=O)c1ccc([N+](=O)[O-])cc1Cl)C(=O)OCC(=O)N1CCN(C(C)=O)CC1 (configuration not stated)	0.4	56	0.5%[50 µM]	-7.3%
O=C(C[C@@H]1C/C=C\CCC(=O)OC[C@@H]2CCCN2C1=O)NCCO	-0.1	65	-0.4%	-5.6%
O=C(Nc1cccc(Cl)c1)C1CC1c1ccccc1 (configuration not stated)	0.2	40	-1.6%	0.0%
Cc1ccc(OCCC(=O)OCC(=O)c2c(N)n(C)c(=O)n(C)c2=O)cc1	3.0	60	0.1%[50 µM]	-4.4%
CCCCN1CC(=O)N2[C@H]3c4ccc(OC)cc4OC[C@@H]3[C@H](c3ccccc3)[C@]2(C)C1=O	1.6	55	0.5%	15.5%
COC(=O)C1CCN(C(=O)COC(=O)CNS(=O)(=O)c2ccc(SC)c([N+](=O)[O-])c2)CC1	1.0	58	1.7%[50 µM]	4.4%
CC[C@@H]1C(c2ccccc2)=NN(c2ccc(Br)cc2)[C@H]1C(=O)N1CCOC1=O	14.0	57	0.2%	5.0%	Dengue-2 NS5 capping pilot replicate=-0.3
CCc1noc(C)c1C(=O)N1CCCSC1=Nc1ccccc1Cl	-0.5	100	1.5%[50 µM]	-3.6%
O=C(CCNC(=O)c1ccccc1Cl)NCC1COc2ccccc2O1 (configuration not stated)	-0.9	53	1.3%[50 µM]	0.0%

Sorted by length of the SMILES (high to low): some entries from above
SMILES	NTR1 agonist	NTR1 agonist cell count 20 µM	UTI89 phage lysis	Dengue-2 NS5 capping	others
CCCCN1CC(=O)N2[C@H]3c4ccc(OC)cc4OC[C@@H]3[C@H](c3ccccc3)[C@]2(C)C1=O	1.6	55	0.5%	15.5%
CC[C@@H]1C(c2ccccc2)=NN(c2ccc(Br)cc2)[C@H]1C(=O)N1CCOC1=O	14.0	57	0.2%	5.0%	Dengue-2 NS5 capping pilot replicate=-0.3
CCc1noc(C)c1C(=O)N1CCCSC1=Nc1ccccc1Cl	-0.5	100	1.5%[50 µM]	-3.6%

Molecules above that have two or more sulfur atoms, in the order listed:
SMILES	NTR1 agonist	NTR1 agonist cell count 20 µM	UTI89 phage lysis	Dengue-2 NS5 capping	others
CCOC(=O)Cc1csc(NC(=O)CSc2nc(C)cc(C)n2)n1	0.4	66	-3.1%	-6.2%
COC(=O)C1CCN(C(=O)COC(=O)CNS(=O)(=O)c2ccc(SC)c([N+](=O)[O-])c2)CC1	1.0	58	1.7%[50 µM]	4.4%

Going on with the list:
SMILES	NTR1 agonist	NTR1 agonist cell count 20 µM	UTI89 phage lysis	Dengue-2 NS5 capping	others
CC1C(=O)N2CCCc3cc(S(=O)(=O)N4CCCCC4)cc1c32 (configuration not stated)	1.1	57	1.7%[50 µM]	-2.2%
CCN(C(=O)CSc1nnc(-c2c[nH]c3ccccc23)n1C1CC1)C1CCS(=O)(=O)C1 (configuration not stated)	-2.0	103	0.6%[50 µM]	-6.6%
COC(=O)c1c(NC(=O)COC(=O)c2ccccn2)sc(C)c1C	1.7	73	1.5%[50 µM]	-5.1%
CCOc1ccc(OCCC(=O)OCC(=O)N2CCN(c3ccc(OC)cc3)CC2)cc1	-0.7	62	0.5%[50 µM]	-2.9%
C[C@@]12C(=O)Nc3ccccc3C(=O)N1[C@H]1c3cc(Cl)ccc3OC[C@@H]1[C@@H]2c1ccccc1	-0.1	47	2.3%	-0.4%
O=C1[C@H]2[C@@H](c3ccc(Cl)cc3)N3C(=O)N(c4cccc(Cl)c4)C(=O)[C@@]3(Cc3ccccc3)[C@H]2C(=O)N1C1CCCCC1	0.1	58	2.0%	0.8%
Cc1cc(C(=O)OCC(=O)NCc2ccc(Cl)cc2Cl)c(C)o1	-0.2	59	0.9%	-0.7%
CC(NC(=O)CN1C(=O)NC(C)(C2CC2)C1=O)c1ccc(F)cc1 (configuration not stated)	0.3	50	1.1%[50 µM]	5.1%
Cc1cccc(/C=C(\C(=O)O)c2ccc(S(=O)(=O)N3CCCC3)s2)c1	1.4	60	-0.8%	8.9%
Cc1nc(Cc2nnc(SCC(=O)N3CCN(c4ccc(O)cc4)CC3)o2)cs1	0.0	70	1.0%[50 µM]	-2.3%
Cc1cc(C)cc(NC(=O)c2cccc(NC(=O)c3ccco3)c2)c1	-0.1	46	-2.2%	-2.3%
CCOc1ccc2nc(NC(=O)c3ccc(C)o3)sc2c1	0.5	50	-0.9%	-1.5%
N/C(=N\NS(=O)(=O)c1ccccc1)c1ccccn1	1.3	48	-0.4%	2.3%
CCOC(=O)C1=C(COC(=O)c2cccc(Br)c2)NC(=O)NC1C (configuration not stated)	-0.5	50	0.7%[50 µM]	-12.3%
COc1ccc(NC(=O)CN(C)C(=O)Cc2c(C)nc3ccccc3c2C)cc1	-0.5	76	1.1%[50 µM]	-2.9%
C=CCC[C@@H](Cc1ccc(F)cc1)C(=O)OC[C@@H](NC(=O)[C@@H](CC=C)CC(=O)N(CCO)Cc1ccccc1)c1ccccc1	6.8	51	-0.4%	-0.8%
COc1ccc(CC(=O)OCc2csc(CC(=O)Nc3ccc(C)cc3)n2)cc1	4.4	68	1.8%	-4.3%
CC(C)(C)OC(=O)C[C@H]1C/C=C\C[C@H](CC(=O)N(CCO)Cc2ccccc2)C(=O)NC[C@H](c2ccccc2)OC1=O	-0.1	49	1.2%	3.3%
COC(=O)C1CCN(C(=O)COC(=O)c2cc(-c3cccs3)nn2-c2ccccc2)CC1	-0.2	68	0.8%[50 µM]	-2.9%
COc1ccc(OC)c2sc(N3CCN(C(=O)c4ccc([N+](=O)[O-])s4)CC3)nc12	1.6	43	-2.7%[50 µM]	-3.6%
Cc1ccc(C(=O)NCC(=O)OCc2c(F)cccc2Cl)cc1	0.6	65	0.6%[50 µM]	2.2%
Cc1nnc2ccc(-c3ccc(NS(=O)(=O)c4ccc(F)cc4F)cc3)nn12	1.8	50	1.3%[50 µM]	-0.7%
CCOC(=O)[C@H]1[C@H]2COc3ccc(C)cc3[C@@H]2N2C(=O)c3cc(C)ccc3NC(=O)[C@@]12C	0.4	54	8.4%	-4.4%
CCC(=O)Nc1ccc(C(=O)COC(=O)c2nc3nccc(C)n3n2)cc1	-1.8	73	0.5%[50 µM]	-10.3%
N#CCCN(C(=O)COC(=O)CCC(=O)c1cccs1)c1ccccc1	2.0	62	0.9%[50 µM]	-10.5%
COc1cccc(-c2ccc3ncnc(NCc4cccs4)c3c2)c1	0.9	40	1.1%	-0.8%
Cc1ccc(C)c(NC(=O)COC(=O)Cn2c(C)csc2=O)c1	-0.1	64	0.2%[50 µM]	1.5%
O=C(c1cnn(Cc2ccccc2)c1)N1CCN(S(=O)(=O)/C=C/c2ccccc2)CC1	5.8	90	-0.4%[50 µM]	-5.9%
COc1ccc2ccc(C(C)(C(C)=O)C(=O)OC(C)C)cc2c1 (configuration not stated)	0.2	66	1.1%	-6.4%
Cc1cc(Cl)ccc1OCC(=O)NCC(c1cccs1)N1CCOCC1 (configuration not stated)	0.7	57	0.7%[50 µM]	2.9%
COc1ccc(NS(=O)(=O)c2cccc(C(=O)NNC(=O)c3ccccc3OC)c2)cc1	-0.2	59	0.5%[50 µM]	2.9%
CCN(CC)CCn1c2c(c(SCC(=O)Nc3cc(OC)cc(OC)c3)nc1=O)CCC2	1.7	59	1.0%[50 µM]	-9.4%
COc1ccc(S(=O)(=O)N2CCCCC2)cc1NC(=O)CCCNC(=O)c1ccc(Cl)cc1	-1.2	49	0.3%[50 µM]	-4.1%
Cc1ccc2nc(NC(=O)CSCC(=O)Nc3cc(C)on3)sc2c1	2.0	45	0.2%[50 µM]	-8.3%
O=C(NC1CC1)c1cccc(S(=O)(=O)Nc2ccccc2F)c1	1.1	51	1.8%[50 µM]	2.2%
COc1cc2c(cc1CNC[C@H]1O[C@@H](n3cnc4c(N)ncnc43)[C@H](O)[C@@H]1O)OCO2	0.8	61	0.1%	-0.3%	Dengue-2 NS5 capping pilot replicate=3.3
COc1ccc2sc(-c3ccc(S(C)(=O)=O)cc3)c(C#CCO)c2c1	56.6*	46*	-0.6%	4.9%
O=C(COc1ccc(Cl)c(Cl)c1)NC1CCS(=O)(=O)C1 (configuration not stated)	1.2	51	1.0%[50 µM]	-11.0%
Cc1ccc(C(C)(c2ccc(N)cc2)c2ccc(N)cc2)cc1	1.7	34	-1.7%	-1.6%
O=c1ccnc(Nc2ccc([N+](=O)[O-])cc2)[nH]1	-0.1	47	7.7%	2.3%
CC(C)c1ccc(S(=O)(=O)N2CCN(C(=O)n3ccnc3)CC2)cc1	1.3	96	0.9%[50 µM]	2.9%
COC(=O)C1CCN(C(=O)COC(=O)c2n[nH]c3ccccc23)CC1	0.5	64	0.2%	-2.6%
Cc1ccc(NC(=O)CNc2cccc(S(=O)(=O)N3CCCCC3)c2)cc1F	2.2	57	-0.5%[50 µM]	-4.3%
CCOC(=O)C1CCN(C(=O)CCc2nc3sc4c(c3c(=O)[nH]2)CCCC4)CC1	0.1	73	-0.1%[50 µM]	-6.5%
CC(C)CN(C(=O)COC(=O)c1cnccn1)c1c(N)n(Cc2ccccc2)c(=O)[nH]c1=O	-0.5	44	0.3%[50 µM]	0.7%
CN(C)S(=O)(=O)n1cnc(C(CCO)c2ncn(S(=O)(=O)N(C)C)c2CCCO)c1 (configuration not stated)	0.0	61	1.9%	-8.0%
COc1cccc(C(=O)Nc2cccc(-c3nnc(-c4ccccc4)o3)c2)c1	15.2	61	0.0%	3.1%
CN(C(=O)c1ccccc1C(=O)OCC(=O)Nc1ccc(OC(F)F)cc1)c1ccccc1	0.2	86	0.0%[50 µM]	-6.8%
O=S(=O)(/N=C(/Nc1nc2ccccc2s1)c1ccccc1)c1ccccc1	3.4	55	-0.2%	-2.2%
Oc1cc2c(cc1O)C(c1ccccc1)CNCC2 (configuration not stated)	-1.3	84	2.9%	-7.3%

(listing goes on)
SMILES	NTR1 agonist	NTR1 agonist cell count 20 µM	UTI89 phage lysis	Dengue-2 NS5 capping	others
O=[N+]([O-])c1cccc(S(=O)(=O)Nc2cccc(-c3ccc(N4CCCC4)nn3)c2)c1	4.0	56	0.2%[50 µM]	2.2%
O=C(N/N=C/c1ccc2c(c1)OCO2)c1cc(-c2ccco2)nc2ccccc12	1.1	63	0.2%[50 µM]	2.2%
C=CC[C@@H](Cc1ccc(F)cc1)C(=O)OC[C@@H]1CCCN1C(=O)[C@@H](CC=C)CC(=O)N[C@@H](CO)Cc1ccccc1	6.0	44	0.2%	1.6%
CN(C(=O)c1ccc(NC(=O)C2CCCN(C(=O)OC(C)(C)C)C2)cc1)C1CCC1 (configuration not stated)	-0.2	59	-1.1%	0.8%
C=CCN1C(=O)C(=O)N(CC(=O)NCC(=O)Nc2ccc(F)c(F)c2F)C1=O	1.0	63	0.6%[50 µM]	7.4%
O=C(CCCN1C(=O)/C(=C\c2ccccc2)SC1=S)N1CCOCC1	0.0	60	-1.9%	5.8%
N#CC1(NC(=O)CSc2nnc(C3CC3)n2C2CC2)CCCCC1	1.5	58	0.4%[50 µM]	-8.2%

Structural class, the compounds so far with a tert-butyl group.
SMILES	NTR1 agonist	NTR1 agonist cell count 20 µM	UTI89 phage lysis	Dengue-2 NS5 capping	others
CC(C)(C)OC(=O)N1CCC(NC(=O)c2[nH]cnc2C(=O)Nc2ccon2)CC1	3.1	65	2.5%	-7.6%
CC(C)(C)OC(=O)C[C@H]1C/C=C\C[C@H](CC(=O)N(CCO)Cc2ccccc2)C(=O)NC[C@H](c2ccccc2)OC1=O	-0.1	49	1.2%	3.3%
CN(C(=O)c1ccc(NC(=O)C2CCCN(C(=O)OC(C)(C)C)C2)cc1)C1CCC1 (configuration not stated)	-0.2	59	-1.1%	0.8%
